POLH inh: blocks human DNA polymerase eta activity; Q9Y253; recombinant Pol eta, fluorescent DNA replication assay; Potency, µM (series often up to 114 µM), for the others: top-dose activity change, negative = inhibition, actives largely listed as inhibitors; 390,000 tested, 1.2% active; AID 588591; further: on the % scale 0 is the no-effect control and ±100 the full control effect
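Fluorescent replication assay: 50 nM final substrate added after a 15 min room-temperature compound preincubation with 10 nM enzyme. Signal taken at 0 min and again at 10 min.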
POLB inh: blocks human DNA polymerase beta activity. Potency, µM (titrated, usually from 114 µM), without a hit: at the top dose activity change, negative = inhibition, most hits filed as inhibitors. Pol beta primer extension/strand displacement, fluorescence kinetic. 340,000 tested, 1.3% active. P06746; further: on the % scale 0 is the no-effect control and ±100 the full control effect
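Kinetic readout of DNA synthesis with strand displacement by Pol beta. Compound and 10 nM enzyme sit 15 min at room temperature; 50 nM substrate starts the reaction, read immediately and at 10 min.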
APE1 inh: inhibitors of human APE1 endonuclease; recombinant APE1, TAMRA/BHQ-2 abasic DNA cleavage fluorescence; Potency, µM (series often up to 65.8 µM), without a hit: top-dose activity change, negative = inhibition, most hits filed as inhibitors; 350,000 tested, 0.35% active; AID 2517;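 further: plate controls were vehicle for no effect and reference inhibitor for full effect; nearly all actives have a fitted effect of over 55% in size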
Target sequence (P27695 whole entry, looked up): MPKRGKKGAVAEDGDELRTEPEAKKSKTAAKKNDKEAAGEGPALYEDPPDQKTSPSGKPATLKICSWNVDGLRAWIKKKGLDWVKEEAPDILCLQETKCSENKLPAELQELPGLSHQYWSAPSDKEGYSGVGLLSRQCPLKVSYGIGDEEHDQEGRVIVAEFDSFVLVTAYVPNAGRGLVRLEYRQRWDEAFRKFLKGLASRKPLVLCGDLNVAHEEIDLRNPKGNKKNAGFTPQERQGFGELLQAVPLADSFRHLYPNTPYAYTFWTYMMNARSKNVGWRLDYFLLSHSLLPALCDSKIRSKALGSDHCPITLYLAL
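Measures dequenching upon AP-site incision of a 5'-TAMRA/3'-BHQ-2 THF-containing duplex, 50 nM; human APE1 0.75 nM after 15 min room-temperature exposure to compound; kinetic three-point read at one-minute spacing.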
Pol kappa inh: DNA polymerase kappa (human) inhibition. purified Pol kappa, fluorescent DNA synthesis assay, 10 min. Potency, µM (highest dose often 107 µM), inactives show at the top dose activity, negative = inhibition, usual class: inhibitors. Q9UBT6. 400,000 tested, 0.53% active. AID 588579; further: on the % scale 0 is the no-effect control and ±100 the full control effect
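Activity was followed as the change in fluorescence between reads at 0 and 10 min after starting the reaction with 50 nM substrate. Beforehand, 10 nM polymerase had been preincubated with compound for 15 min at room temperature.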
BAZ2B block: blocks human BAZ2B; Q9UIF8; AlphaScreen BAZ2B-H3K14Ac peptide displacement; Potency, µM (top dose mostly 114 µM), for inactives: top-dose activity change, negative = inhibition, most hits filed as inhibitors; 360,000 tested, 4.4% active; AID 504333; further: on the % scale 0 is the no-effect control and ±100 the full control effect; nearly all actives have a fitted effect of over 60% in size
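Complex of BAZ2B and biotin-H3K14Ac (50 nM apiece) forms over 30 min at RT, then faces library compounds up to 110 uM for another 30 min; AlphaScreen beads added, 20 min dark incubation, luminescence read.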
BLM helicase inh: Bloom syndrome helicase (human) inhibition. Potency, µM (titrated, usually from 56.1 µM), inactives show at the top dose activity change, negative = inhibition, actives largely listed as inhibitors. 350,000 tested, 0.2% active. recombinant BLM DNA unwinding, fluorescence dequenching. P54132. AID 2528;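 further: plate controls were vehicle for no effect and no enzyme for full effect; nearly all actives have a fitted effect of over 35% in size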
JMJD2A Tudor: JMJD2A Tudor domain (human) inhibition. O75164. AID 504339. AlphaScreen JMJD2A-Tudor / H3K4me3 peptide binding. 390,000 tested, 4.4% active. Potency, µM (top dose mostly 114 µM), without a hit: at the highest dose activity change, negative = inhibition, usual class: inhibitors; further: on the % scale 0 is the no-effect control and ±100 the full control effect; nearly all actives have a fitted effect of over 50% in size
POLI inh: inhibitors of human DNA polymerase iota | AID 588590 | Potency, µM (top dose mostly 115 µM), for the others: top-dose activity, negative = inhibition, usual class: inhibitors | Q9UNA4 | 390,000 tested, 1% active | Pol iota fluorescent replication assay, 10 min
Target sequence (Q9UNA4 whole entry, looked up): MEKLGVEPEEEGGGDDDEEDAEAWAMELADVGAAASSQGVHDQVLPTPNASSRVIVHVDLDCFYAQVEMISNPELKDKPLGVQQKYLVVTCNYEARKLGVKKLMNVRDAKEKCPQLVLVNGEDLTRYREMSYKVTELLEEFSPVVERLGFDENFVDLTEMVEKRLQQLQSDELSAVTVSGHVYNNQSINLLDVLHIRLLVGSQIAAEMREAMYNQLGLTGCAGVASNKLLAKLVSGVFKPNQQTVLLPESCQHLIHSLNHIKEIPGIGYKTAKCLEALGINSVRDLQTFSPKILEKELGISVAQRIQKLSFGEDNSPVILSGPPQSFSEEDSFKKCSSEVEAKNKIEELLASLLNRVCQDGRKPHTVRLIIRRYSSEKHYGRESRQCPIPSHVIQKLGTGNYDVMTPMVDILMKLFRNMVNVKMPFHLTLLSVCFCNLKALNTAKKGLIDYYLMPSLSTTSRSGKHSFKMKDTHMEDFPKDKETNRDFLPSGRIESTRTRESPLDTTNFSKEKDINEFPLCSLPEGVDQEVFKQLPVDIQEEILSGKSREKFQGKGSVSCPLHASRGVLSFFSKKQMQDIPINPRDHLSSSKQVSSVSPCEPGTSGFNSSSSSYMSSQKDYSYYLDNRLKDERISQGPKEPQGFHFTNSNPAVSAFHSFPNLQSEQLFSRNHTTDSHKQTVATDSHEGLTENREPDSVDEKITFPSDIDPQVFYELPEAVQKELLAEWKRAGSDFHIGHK
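Pol iota at 10 nM preincubated 15 min with compounds at room temperature; reaction started with fluorescent substrate, 50 nM final. Fluorescence read kinetically at 0 and 10 min; buffer-only wells as negative control.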
G9a block: blocks human histone lysine methyltransferase G9a; Q96KQ7; G9a H3K9 monomethylation, AlphaScreen, 2 h; Potency, µM (top dose mostly 102 µM), without a hit: at the highest dose activity, negative = inhibition, usual class: inhibitors; 350,000 tested, 8.8% active; AID 504332; further: on the % scale 0 is the no-effect control and ±100 the full control effect; nearly all actives have a fitted effect of over 75% in size
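Step 1: enzyme (final 20 nM) with compound, 15 min RT. Step 2: substrate peptide 500 nM and SAM 20 uM, 2 h RT. Step 3: anti-H3K9me1 antibody and AlphaScreen beads, 10 min, then plate read.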
The depositor's hits bear a star; ? = inconclusive; · = not tested or not shown; & = joins results of further samples; [ ] = dose if it differs, or a comment. The call rests on the fitted dose curve; in most records, active means well fitted curve in the direction sought with a large enough effect; inconclusive means small, poorly fitted or top-dose-only effect, or another doubt; inactive means no such curve, though single readings can be large; an effect the other way counts as inactive or inconclusive. Potency means the concentration at half of the fitted maximal effect. An excerpt; the hit share may differ from the screen's.

| Molecule | POLH inh | POLB inh | APE1 inh | Pol kappa inh | BAZ2B block | BLM helicase inh | JMJD2A Tudor | POLI inh | G9a block |
| --- | --- | --- | --- | --- | --- | --- | --- | --- | --- |
| O=C(CSc1n[nH]c(-c2ccc(Br)cc2)n1)N1CCOCC1 | -7% | · | -17% | -9% | · | · | -14% | 29% | · |
| Cc1csc(SCC(=O)NC2CCCC2)n1 | -7% | · | 22% | -17% | 1% | · | -8% | -8% | 34%[12.7 µM] |
| CCOC(=O)N1CCN(C2CCCN(C(=O)c3ccccc3SC)C2)CC1 (stereo not given) | -17% | -2% | 30% | -1% | 3% | 2% | -3% | -14% | ? |
| COc1ccccc1NC(=O)c1cnc2n(c1=O)CCS2 | 16% | 13% | 3% | -4% | 2% | 0% | 3% | 5% | · |
| CN(C)/C=N/c1cc(=O)[nH]c(=O)n1Cc1ccccc1 | -16% | 10% | -2%&18% | -9% | -3% | 2%&6% | -12% | ? | -5% |
| CC(=O)NC(=S)Nc1ccc(NC(=S)NC(=O)/C=C/c2ccco2)cc1 | ? | ? | ? | -31% | ? | -29% | ? | 32µM* | 40µM* |
| S=C(NCCCN1CCOCC1)Nc1cccc(-c2nnc3n2CCCCC3)c1 | -4% | 18% | 4% | -15% | -12% | 0% | -3% | -21% | ? |
| O=C1C=CC2(O[C@H](c3ccccc3)[C@@H](c3ccccc3)O2)[C@H](Sc2ccccc2O)C1 | ? | · | · | -3% | · | · | 79µM* | 22µM* | · |
| COc1ccc(NC(=O)N2CCC(C(=O)c3ccc4c(c3)OCCO4)CC2)cc1 | 3% | -12% | 39%[activator] | -3% | -25% | -2% | -26% | -11% | 4% |
| CC(=O)NC1CC2CCCC(C1)N2S(=O)(=O)c1ccccc1 (stereo not given) | -7% | -5% | 1% | -6% | -7% | -1% | -9%[57.1 µM] | 24% | 8%[2.33 µM] |

Ordered by value in POLI inh (high to low): three from the list above.
| Molecule | POLH inh | POLB inh | APE1 inh | Pol kappa inh | BAZ2B block | BLM helicase inh | JMJD2A Tudor | POLI inh | G9a block |
| --- | --- | --- | --- | --- | --- | --- | --- | --- | --- |
| CC(=O)NC1CC2CCCC(C1)N2S(=O)(=O)c1ccccc1 (stereo not given) | -7% | -5% | 1% | -6% | -7% | -1% | -9%[57.1 µM] | 24% | 8%[2.33 µM] |
| COc1ccc(NC(=O)N2CCC(C(=O)c3ccc4c(c3)OCCO4)CC2)cc1 | 3% | -12% | 39%[activator] | -3% | -25% | -2% | -26% | -11% | 4% |
| S=C(NCCCN1CCOCC1)Nc1cccc(-c2nnc3n2CCCCC3)c1 | -4% | 18% | 4% | -15% | -12% | 0% | -3% | -21% | ? |

(more compounds)
| Molecule | POLH inh | POLB inh | APE1 inh | Pol kappa inh | BAZ2B block | BLM helicase inh | JMJD2A Tudor | POLI inh | G9a block |
| --- | --- | --- | --- | --- | --- | --- | --- | --- | --- |
| COc1cc(C(=O)Nc2cccc(S(=O)(=O)N3CCCC3)c2)c([N+](=O)[O-])cc1OC | -13% | · | 27% | -2% | -3% | · | -33% | 12% | -47% |
| CCN(C(=O)CSc1nc2ccccc2[nH]1)c1ccccc1 | -22% | 3% | · | 6% | 5% | -1% | 4% | 27% | -4%[59 µM] |
| CC(C)CCOC(=O)C1[C@H]2C(=O)N(Cc3cccs3)C[C@]23C=C[C@H]1O3 (stereo not given in full) | -3% | 0% | -1% | -9% | -6% | -1% | -4% | 6% | 2%[59 µM] |
| CCC(=O)N1CCc2cc(S(=O)(=O)NC(C(=O)NCCc3ccccc3)C(C)C)ccc21 (stereo not given) | -9% | ? | · | -18% | · | -4% | -13% | -14% | -3%[59 µM] |
| COc1cc2ccccc2cc1C(=O)Nc1cccc(-c2nc3cc(C)ccc3o2)c1C | -12% | 19% | · | -11% | 2% | 0% | -11% | 1% | -27%[59 µM] |
| CC1CC2(C)Oc3ccccc3CC2C(C)C1CNCCCN(C)C (stereo not given) | 3% | 45%[activator] | 5% | -18% | -22% | -3% | -15% | -3% | ? |
| CCN1CCN(CCCN(Cc2ccco2)C(=S)Nc2ccccc2Cl)CC1 | -2% | -19% | -2% | -11% | -27% | -3% | -22% | 8% | 30%[59 µM] |
| Cc1nn(-c2ccccc2)c(C)c1NC(=O)COC(=O)Cc1cccc(C(F)(F)F)c1 | -23% | · | 6% | -9% | -3% | · | -12% | 19% | ? |
| O=C(CS(=O)c1ccc(F)cc1)N1CCOCC1 (stereo not given) | -22% | 19% | 43%[activator] | -3% | -15% | -4% | -11% | 2% | 12% |
| N=C(N)c1ccc2cc(OC(=O)c3ccc(N=C(N)N)cc3)ccc2c1 | · | · | -6% | 3%[60.1 µM] | · | 67%[activator] | · | · | 10%&-8%[59 µM] |
| O=C(CCCOc1ccccc1)Nc1cccc(S(=O)(=O)N2CCCCC2)c1 | ? | · | 0% | -7% | -2% | · | -4% | 8% | -31%[2.33 µM] |
| COc1ccc(/C=N/Nc2ccc(C(=O)O)cc2)cc1OC | -6% | 1% | 0% | -18% | -11% | -2% | -17% | 8% | -36% |
| Cc1nc2ccc(NS(=O)(=O)c3ccc(C)c(C)c3)cc2s1 | -14% | 20% | -1% | 5% | 2% | -3% | -14% | -7% | -91% |
| Cc1ccc(S(=O)(=O)NNC(=O)c2cnn(-c3ccc(Cl)cc3)c2C(F)(F)F)cc1 | -1% | -3% | -4% | -18% | -21% | -6% | -17% | 120%[activator] | 56µM* |
| O=C(O)c1ccccc1C(=O)NCC(O)COCC1CC=CCC1 (stereo not given) | -17% | 15% | 0% | -5% | 1% | 3% | 1% | 16% | -28% |
| C[C@@H]1[C@H]2[C@@H]3CC[C@@H](C3)[C@H]2CN[C@H]1c1cn(Cc2ccccc2)c2ccccc12 | -3% | · | -3% | -19% | · | · | ? | -15% | · |
| CCOc1cccc(C2Oc3nc(SC)nnc3-c3ccccc3N2C(C)=O)c1OC (stereo not given) | -16% | 5% | · | -27% | -1% | -3% | -24% | ? | -22%[59 µM] |
| CCc1nnc(SCC(=O)Nc2ccc3ccccc3c2)n1N | -10% | · | 16% | -18% | · | · | -23% | -10% | · |
| COc1ccc(-c2csc(NC(=O)/C(N=Nc3ccccc3)=C(\C)O)n2)cc1 | · | 3% | -3% | · | -38% | -8% | · | · | -46% |
| O=C1CCCc2nc3nc4ccccc4n3cc21 | · | 11% | -9% | · | 0% | -1% | · | · | -2%[2.33 µM] |
| COc1cc(OC)c(NC(=O)c2ccc3c(c2)N(Cc2ccc(C)cc2)CCS3)cc1Cl | -25% | 12% | · | -10% | -12% | -4% | -6% | 49%[activator] | 1%[59 µM] |
| O=C(/C=C/c1ccccc1)Nc1cccnc1 | -2% | 7% | 3% | 10% | -3% | -10% | -14% | 21% | · |
| O=C(NC(c1ccccc1)c1ccccc1)c1ccc(CO)cc1 | ? | 27% | 43%[activator] | -18% | 0% | -4% | -13% | 23% | 4% |
| CCN(CC)c1cc(CS(=O)c2ccccc2)nc(-c2ccccc2)n1 (stereo not given) | -11% | · | · | -26% | · | · | -15% | 17% | · |
| O=C(CSc1ccc([N+](=O)[O-])cn1)Nc1ccc2[nH]c(=O)[nH]c2c1 | 2% | 5% | 7% | 3% | 3% | -9% | -10% | 40%[activator] | 32µM* |
| CC(C)c1cc(C(=O)O)on1 | 2% | 12% | 15% | -6% | -36% | 4% | ? | 4% | 7%[59 µM] |
| O=c1oc(-c2ccco2)nc2sc3c(c12)CCCC3 | -3% | -3% | -1% | -1%[60.1 µM] | -5% | -11% | -14% | ? | -11%[59 µM] |
| O=C(CCSc1nc(-c2ccco2)cc(C(F)(F)F)n1)NCc1cccs1 | -20% | -11% | 15% | -9% | -3% | 2% | 6% | -1% | ? |
| CN(C(=O)CSc1cn(CC(=O)N2CCCCCC2)c2ccccc12)c1ccccc1 | -19% | -1% | · | -35% | ? | 1% | -11% | ? | -3%[59 µM] |
| COc1cc(C(=O)OCC(=O)NC(N)=O)cc(CN2C(=O)c3ccccc3C2=O)c1OC | -5% | -5% | 66%[activator] | -12% | -3% | -4% | -19% | -4% | 16% |
| COc1ccc(CC(=O)OCN2C(=O)c3ccccc3C2=O)cc1 | -8% | 7% | 6% | -8% | 6% | 0% | 11% | -15% | 23%[59 µM] |
| O=C(Cc1ccc(F)cc1)NCCc1ccc(F)cc1 | -10% | 18% | -11% | -16% | 28% | 4% | -5% | 2% | 26% |
| CCOc1ccc(NS(=O)(=O)c2ccc3c(c2)oc(=O)n3C)cc1 | -17% | 0% | 1% | 5% | 8% | -2% | -9% | 26% | -15%[59 µM] |
| CC1=C(C#N)CCC(=O)N1Cc1ccc(C)cc1 | -22% | 37% | -2% | -1% | -3% | -1% | 9% | 14% | -6%[59 µM] |
| O=C(Nc1cccnc1)c1cccc(S(=O)(=O)N2CCCCC2)c1 | -22% | 4% | 1% | -1% | -8% | 1% | -9% | 64%[activator] | 1% |
| Nc1ccc(C(=O)N/N=C/c2cn(Cc3ccccc3F)c3ccccc23)cc1 | -25% | 4% | -4% | -16% | 35µM* | -17% | 89µM* | 16% | · |
| O=C(Cn1ccc2ccccc21)Nc1ccc2c(c1)OCO2 | 0% | -3% | -3% | -12% | -26% | 0% | -7% | 24% | 2% |
| Cc1ccc(-c2nc(S(=O)(=O)c3ccc(C)cc3)c(N3CCCCC3)o2)cc1 | -6% | -2% | · | -18% | ? | -9% | -29% | -3% | 16µM* |
| CC(C)C(=O)n1nc(-c2cccnc2)nc1NCc1cccs1 | -8% | 7% | ? | 1% | 19% | -1% | -6% | 146%[activator] | ? |
| CN(c1ccc(C(=O)NCc2ccccn2)cc1)S(C)(=O)=O | 7% | 37% | 9% | -2% | -5% | 0% | -12% | -8% | 27%[2.33 µM] |
| COc1cc(CC(=O)Nc2ccc3c(c2)CCC3)cc(OC)c1OC | -14% | 29% | 4% | -14% | 2% | -3% | -16% | -3% | 4%[59 µM] |
| COc1ccc(CCNC(=O)c2ccc(Cn3c(=O)c4ccccc4n(Cc4ccc(C)cc4)c3=O)cc2)cc1OC | -28% | 1% | · | 1% | 5% | -4% | -4% | 50%[activator] | 4%[59 µM] |
| COC(=O)c1ccc(C(=O)OC)c(NC(=O)CCc2ccc(C)o2)c1 | -7% | 17% | -2% | -5% | -8% | -9% | -7% | 2% | 1%[59 µM] |
| Cc1cc(NS(=O)(=O)c2ccc(NC(=O)CCN3C(=O)c4ccccc4C3=O)cc2)no1 | -16% | 13% | 13% | -10% | -6% | 1% | -15% | -4% | 13%[12.7 µM] |
| CCN(CC)S(=O)(=O)c1ccc(OC)c(NC(=O)c2ccc(OC)c([N+](=O)[O-])c2)c1 | -7% | · | · | 2% | · | · | -11% | 5% | · |

From PubChem
